Bioassay records deposited in PubChem by NCI.
All columns: NCI-60 one-dose screen, growth in % after 48 h at 10 µM unless noted; 100 = growth as untreated, 0 = no growth, -100 = all killed.
NCI-H522 = NCI-H522 lung cancer. 78,000 tested, 8% active
COLO 205 = COLO 205 colon cancer; 79,000 tested, 7.3% active
NCI-H460 = NCI-H460 lung cancer | 82,000 tested, 6.8% active | AID 1794736
NCI-H23 = NCI-H23 lung cancer | 80,000 tested, 4% active | AID 1794731
IGROV1 = IGROV1 ovarian cancer | 79,000 tested, 4.7% active | AID 1794786
NCI/ADR-RES = NCI/ADR-RES ovarian cells; 81,000 tested, 4.4% active; AID 1794790
SK-OV-3 = SK-OV-3 ovarian cancer cells; 80,000 tested, 3.2% active
NCI-H322M = NCI-H322M lung cancer; 80,000 tested, 2.7% active
NCI-H226 = NCI-H226 lung cancer; 79,000 tested, 3.5% active; AID 1794732
The depositor's hits bear a star; / = not tested or not shown. The calls were made as follows: active = growth percent below 10; inactive = the rest. Random draw from the library. Share with any hit: about 11%.

The opening 20 records (preview)
SMILES	NCI-H522	COLO 205	NCI-H460	NCI-H23	IGROV1	NCI/ADR-RES	SK-OV-3	NCI-H322M	NCI-H226
N#Cc1c(N)[nH]c(S)c1C#N	97	120	107	105	107	116	100	108	97
Nc1c(C(=O)Nc2ccc(F)cc2)sc2nc(-c3cnccn3)cc(-c3cccs3)c12	99	121	106	/	100	114	122	94	111
Cc1ccc(CSC(=S)NNc2ccccc2)cc1C	/	99	98	95	91	102	92	87	93
CN(C)c1ccc(C(c2ccccc2)c2ccc(N(C)C)cc2)cc1	88	111	99	79	113	85	106	128	95
CCCC1CCCCN1C(=O)OCC(C)C (centres undefined)	99	100	107	152	101	137	110	104	105
COC(CN1C=C(Sc2ccccc2)CC1)OC	82	/	102	97	103	100	107	96	87
Fc1ccccc1CSc1ncnc2c1ncn2C1CCCCO1 (centres undefined)	106	107	119	95	119	92	107	119	91
CCOC(=O)c1cnc2nc[nH]n2c1=O	117	110	111	95	105	100	109	91	100
CN(C)/N=C/C12C3CC(CC1C(C#N)(C#N)C2(C#N)C#N)C3(C)C (centres undefined)	95	113	108	97	102	101	101	103	97
COc1cc(C)cc2oc3oc(=O)c(C(=O)c4ccccc4)cc3c(=O)c12	95	121	105	108	102	104	118	101	103
c1cc(-n2nnc3cnccc32)ccn1	86	130	109	102	97	99	105	97	100
CCOC(=O)C(C#N)C(C)CC (centres undefined)	91	101	108	112	102	104	101	86	110
COc1cc2nc(N3CCCC3)nc(Nc3ccccc3)c2cc1OC	-53*	-84*	-42*	2.6*	23	18	48	19	29
Cc1nn(-c2ccc(Cl)cc2)c2c1C(c1ccc(F)cc1)C(C#N)=C(N)O2 (centres undefined)	95	107	104	95	93	102	94	111	99
CN1CCC(=O)/C(=C/c2c(-c3ccc(Cl)cc3)nn(-c3ccccc3)c2C(F)(F)F)C1	98	112	104	104	104	109	101	110	100
Cc1ccc(O)c(N)c1	71	117	103	121	/	107	/	98	97
COc1cc(/C=C2\SC(=S)NC2=O)ccc1OCCOc1ccc(/C=C2\SC(=S)NC2=O)cc1OC	111	128	106	97	107	98	109	102	100
NNc1ncnc2nc[nH]c12	-16*	53	50	85	/	43	/	50	48
CN1CCc2c(sc3ncnc(N/N=C/c4ccc(O)c(O)c4)c23)C1	53	75	76	92	85	91	107	83	93
O=C1CC(NC(=O)c2ccccc2)C(=O)O1 (centres undefined)	103	109	102	101	105	103	117	110	106

The whole of this part, from the start:
SMILES	NCI-H522	COLO 205	NCI-H460	NCI-H23	IGROV1	NCI/ADR-RES	SK-OV-3	NCI-H322M	NCI-H226
N#Cc1c(N)[nH]c(S)c1C#N	97	120	107	105	107	116	100	108	97
Nc1c(C(=O)Nc2ccc(F)cc2)sc2nc(-c3cnccn3)cc(-c3cccs3)c12	99	121	106	/	100	114	122	94	111
Cc1ccc(CSC(=S)NNc2ccccc2)cc1C	/	99	98	95	91	102	92	87	93
CN(C)c1ccc(C(c2ccccc2)c2ccc(N(C)C)cc2)cc1	88	111	99	79	113	85	106	128	95
CCCC1CCCCN1C(=O)OCC(C)C (centres undefined)	99	100	107	152	101	137	110	104	105
COC(CN1C=C(Sc2ccccc2)CC1)OC	82	/	102	97	103	100	107	96	87
Fc1ccccc1CSc1ncnc2c1ncn2C1CCCCO1 (centres undefined)	106	107	119	95	119	92	107	119	91
CCOC(=O)c1cnc2nc[nH]n2c1=O	117	110	111	95	105	100	109	91	100
CN(C)/N=C/C12C3CC(CC1C(C#N)(C#N)C2(C#N)C#N)C3(C)C (centres undefined)	95	113	108	97	102	101	101	103	97
COc1cc(C)cc2oc3oc(=O)c(C(=O)c4ccccc4)cc3c(=O)c12	95	121	105	108	102	104	118	101	103
c1cc(-n2nnc3cnccc32)ccn1	86	130	109	102	97	99	105	97	100
CCOC(=O)C(C#N)C(C)CC (centres undefined)	91	101	108	112	102	104	101	86	110
COc1cc2nc(N3CCCC3)nc(Nc3ccccc3)c2cc1OC	-53*	-84*	-42*	2.6*	23	18	48	19	29
Cc1nn(-c2ccc(Cl)cc2)c2c1C(c1ccc(F)cc1)C(C#N)=C(N)O2 (centres undefined)	95	107	104	95	93	102	94	111	99
CN1CCC(=O)/C(=C/c2c(-c3ccc(Cl)cc3)nn(-c3ccccc3)c2C(F)(F)F)C1	98	112	104	104	104	109	101	110	100
Cc1ccc(O)c(N)c1	71	117	103	121	/	107	/	98	97
COc1cc(/C=C2\SC(=S)NC2=O)ccc1OCCOc1ccc(/C=C2\SC(=S)NC2=O)cc1OC	111	128	106	97	107	98	109	102	100
NNc1ncnc2nc[nH]c12	-16*	53	50	85	/	43	/	50	48
CN1CCc2c(sc3ncnc(N/N=C/c4ccc(O)c(O)c4)c23)C1	53	75	76	92	85	91	107	83	93
O=C1CC(NC(=O)c2ccccc2)C(=O)O1 (centres undefined)	103	109	102	101	105	103	117	110	106
Cc1nc(N)nc2c1CCC(Nc1ccccc1)S2 (centres undefined)	91	107	109	104	111	104	109	101	99
CC(=O)C(C)Cc1cc2c(cc1C)C(C)(C)CCC2(C)C (centres undefined)	85	105	107	95	114	99	86	98	99
N#C/C(=C\c1ccccc1Cl)c1ccccc1	84	118	99	106	97	100	115	93	106
c1coc(CSc2nc(SCc3ccco3)c3[nH]cnc3n2)c1	62	140	100	88	88	82	91	114	89
c1ccc2c(CCc3ccncc3)c[nH]c2c1	58	91	106	105	95	99	88	89	94
CSCCC(NC(=O)C(CCCCN)NC(=O)C(Cc1c[nH]c2ccccc12)NC(=O)C(CCCCN)NC(=O)C(CCCCN)NC(=O)C(CC(C)C)NC(=O)C(CC(C)C)NC(=O)C(CCCCN)NC(=O)C(Cc1c[nH]c2ccccc12)NC(=O)C(CC(C)C)NC(=O)C(CC(=O)O)NC(=O)C(CO)NC(=O)C(Cc1ccccc1)NC(=O)C(NC(=O)C(CCC(=O)O)NC(=O)C(CCC(N)=O)NC(=O)C(CO)NC(=O)C(CC(C)C)NC(=O)C1CCCN1C(=O)C1CCCN1)C(C)O)C(=O)NC(CCCNC(=N)N)C(=O)NC(CCCNC(=N)N)C(=O)NC(CC(N)=O)C(=O)NC(CCC(N)=O)C(=O)NC(Cc1ccccc1)C(=O)NC(Cc1c[nH]c2ccccc12)C(=O)NC(C(=O)NC(CCCCN)C(=O)NC(C(=O)NC(CCC(N)=O)C(=O)NC(CCCNC(=N)N)C(=O)NCC(=O)O)C(C)C)C(C)C (centres undefined)	115	110	111	99	106	103	97	115	102
CCOc1cccc(OCC(=O)O)c1	91	105	102	99	109	99	92	/	94
Cc1ccc(S(=O)(=O)NCl)cc1	81	106	114	99	100	106	101	94	106
COc1cccc(-c2nc3ccccc3s2)c1OC	95	102	109	93	73	98	108	103	105
CS(=O)(=O)c1ccc(-c2nc3ccccn3c2-c2nc3ccc(Cl)cc3[nH]2)cc1	89	99	97	/	80	91	94	101	90
COc1ccc(C2CCCCC2=O)cc1 (centres undefined)	106	104	108	108	118	108	103	113	113
Cc1cc(N(C)C)nc(SCc2ccc(F)cc2)n1	92	112	95	95	83	96	103	87	84
CCOP(=O)(O)Cc1c(Cl)c(Cl)c(CP(=O)(O)OCC)c(Cl)c1Cl	89	106	109	103	103	99	104	98	104
O=C(O)c1ccc(-n2c(=O)c3ccccc3c3ccccc3c2=O)cc1	95	105	115	102	116	112	101	108	100
COc1cc(/C(Cl)=C/C=C/C(=O)c2c(C)[n+]([O-])c3ccc(Cl)cc3[n+]2[O-])cc(OC)c1OC	-33*	-15*	57	64	37	31	69	96	54
COc1cccc(Br)c1OC	86	111	107	101	92	105	112	124	100
O=S(=O)(NCCCNc1nccc(-c2c(-c3ccc(F)cc3)nc3sccn23)n1)c1ccccc1	75	53	54	79	75	51	88	93	75
COc1ccc2c(c1)[n+]([O-])c(C1=NNC(c3cc(OC)c(OC)c(OC)c3)C1)c(C)[n+]2[O-] (centres undefined)	82	143	110	90	/	96	104	/	92
COc1cc(C(=O)Oc2ccc(/C=C/c3cc(OC(=O)c4cc(OC)c(OC)c(OC)c4)cc(OC(=O)c4cc(OC)c(OC)c(OC)c4)c3)cc2)cc(OC)c1OC	84	98	104	97	108	103	71	92	81
Cc1csc[n+]1CCC1CCCCC1	91	85	112	93	94	103	108	95	104
CC1CCC2N(C1)CC1C(C(O)C(O)C3(O)C1CC14OC5(O)C(O)CCC1(C)C5CC(O)C34)C2(C)O (centres undefined)	80	111	112	102	11	104	102	131	92
CCCCCCCCCc1ccc(C(=O)Nc2cc(C)ccc2C(=O)OC)cc1	101	131	115	102	118	109	107	112	99
CC(=O)Nc1ccc(/C=C/C(=O)c2ccc([N+](=O)[O-])cc2)cc1	96	119	118	100	111	105	110	118	111
O=c1cc(-c2cccnc2)oc2c1ccc1ccccc12	62	81	70	70	85	75	106	117	92
COc1cc(/C=N/n2cnc3oc(-c4ccccc4)cc3c2=N)cc(CN2CCOCC2)c1O	61	82	90	73	22	73	68	97	62
COc1cc(C2SC(C)C(=O)N2NC(=O)C(O)(c2ccccc2)c2ccccc2)cc([N+](=O)[O-])c1O (centres undefined)	110	301	117	101	105	96	361	127	118
COc1cc([N+](=O)[O-])ccc1NC(=O)C(F)(F)F	92	101	114	108	103	107	96	94	101
O=[N+]([O-])c1cccc(/C=C\C=C\c2ccccc2)c1	97	107	97	93	90	96	111	98	101

Single entries from the results shown:
CCOP(=O)(O)Cc1c(Cl)c(Cl)c(CP(=O)(O)OCC)c(Cl)c1Cl – COLO 205: 106
CN1CCc2c(sc3ncnc(N/N=C/c4ccc(O)c(O)c4)c23)C1 – NCI-H23: 92
O=S(=O)(NCCCNc1nccc(-c2c(-c3ccc(F)cc3)nc3sccn23)n1)c1ccccc1 – NCI-H226: 75

Other entries:
SMILES	NCI-H522	COLO 205	NCI-H460	NCI-H23	IGROV1	NCI/ADR-RES	SK-OV-3	NCI-H322M	NCI-H226
C#CC(=O)O	96	/	109	99	102	104	116	99	101
O=[N+]([O-])CC1=CCCCC1	80	121	104	101	107	99	104	97	102
COc1ccc(C2c3c(ccc4ccccc34)Oc3ccc4ccccc4c32)cc1	90	107	96	82	75	95	84	100	82
CC(C)Oc1nc2c(c(=O)n(C)c(=O)n2C)n1C	81	102	105	96	102	98	102	94	97
O=C1C[C@H](c2cccc3ccccc23)Cc2ccccc2O1	79	104	106	100	98	104	96	102	92
CCc1c([N+](=O)[O-])cc2c(c1[N+](=O)[O-])C(C)(C)CCC2(C)C	86	125	109	98	/	88	120	105	101
C=C(CBr)[C@@H]1CC[C@]2(C)[C@H](CC[C@@H]3[C@@H]4[C@H]5OC(=O)[C@@]4(CCC5(C)C)CC[C@]32C)[C@@]1(C)CCC#N	81	/	107	99	120	100	94	94	91
C[N+](C)(C)CC(=O)N/N=C\c1cccs1	113	113	/	102	109	104	107	126	101
COc1ccc(-c2c(NC(=O)Nc3ccc(OC(F)(F)F)cc3)cnn2-c2ccc(S(N)(=O)=O)cc2)cc1	81	94	82	98	78	99	105	81	99
O=C1CC(c2ccsc2)c2snc(-c3cccc(F)c3)c2N1 (centres undefined)	89	111	99	100	89	93	91	92	99
CC(=O)OC1(C)C=Cc2ccccc2/C1=N/S(=O)(=O)c1ccccc1 (centres undefined)	79	99	101	71	95	80	89	100	91
CC1=C(C(=O)OC(C)C)C(c2cccc(O)c2)NC(=O)N1 (centres undefined)	94	116	101	99	104	98	100	101	102

Continued (two carried over from the part before).
SMILES	NCI-H522	COLO 205	NCI-H460	NCI-H23	IGROV1	NCI/ADR-RES	SK-OV-3	NCI-H322M	NCI-H226
CC(=O)OC1(C)C=Cc2ccccc2/C1=N/S(=O)(=O)c1ccccc1 (centres undefined)	79	99	101	71	95	80	89	100	91
CC1=C(C(=O)OC(C)C)C(c2cccc(O)c2)NC(=O)N1 (centres undefined)	94	116	101	99	104	98	100	101	102
COC(=O)CCC(=O)O	84	106	107	96	/	103	110	94	100
COc1ccc(CCNc2nc3c(c(=O)n(Cc4ccc(Cl)c(Cl)c4)c(=O)n3C)n2C)cc1OC	78	/	88	89	91	78	89	82	86
COc1ccc(-c2[nH]ncc2Nc2cc(OC)c(OC)c(OC)c2)cc1	13	-12*	14	/	43	/	18	49	/
COc1ccc(OC)c(-c2cc(-c3ccc(Cl)cc3)c(C#N)c(SC)n2)c1	75	74	57	69	63	62	86	65	50
O=C1NC(=S)NC(=O)C1=Cc1cc(-c2ccccc2)n(-c2ccccc2)n1	91	111	96	98	88	107	108	93	87
O=C1CC(N2C(=O)/C(=C/c3cccnc3)SC2=S)C(=O)N1c1ccc(Cl)cc1 (centres undefined)	88	105	100	93	69	100	79	94	/
Cc1cc(-c2ccco2)c(C#N)c(=O)n1C(=O)c1ccccc1	99	114	104	102	101	100	105	99	97
COc1cc(C2C3=C(COC3=O)Nc3cc4c(cc32)CCC4)cc2c1OCO2 (centres undefined)	-4.0*	-63*	7.0*	20	23	-17*	17	51	32
